Assay outcomes deposited in PubChem by several laboratories.
PHOSPHO1 inh: PubChem AID 1565 | recombinant PHOSPHO1, absorbance phosphatase assay | inhibition, % at 13.3 µM | 290,000 tested, 1.1% active; in the data active = inhibition above about 60%
Target sequence (Q8TCT1 whole entry, looked up): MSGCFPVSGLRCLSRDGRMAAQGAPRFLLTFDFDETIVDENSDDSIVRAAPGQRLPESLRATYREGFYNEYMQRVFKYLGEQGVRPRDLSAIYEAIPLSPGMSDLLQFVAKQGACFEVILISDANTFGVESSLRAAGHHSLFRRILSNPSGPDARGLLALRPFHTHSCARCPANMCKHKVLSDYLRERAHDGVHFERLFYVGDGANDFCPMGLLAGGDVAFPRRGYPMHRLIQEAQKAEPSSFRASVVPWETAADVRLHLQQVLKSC
p-CIP stab down: p/CIP-EGFP fusion destabilizers, primary screen, fluorescence, F442A cells; AID 1984, 2009; 16 h; decrease of EGFP signal, % at 10 µM; Q05BA5; 290,000 tested, 0.01% active;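 active = EGFP signal decrease of at least 30% at 10 µM or well 3 SD below plate mean, unless failing retest; inactive = the rest, including hits failing retest or dose response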; also: some compounds called inactive have numbers as strong as hits; many of its hits are not listed in these tables
IDE act: human IDE activators in live cells, primary screen, fluorescence polarization, HEK cells, FAbeta-B substrate; Insulin-degrading enzyme (Homo sapiens), P14735; FAbeta-B cleavage; 0% vehicle, 100% cell-free pure enzyme wells; 340,000 tested, 0.073% active; activation, % at 5.96 µM;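 active = activation above the mean of all tested compounds plus 3 SD, set per screening campaign, cut at about 17% in these data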
UBC9 SUMO inh: inhibitors of in vitro SUMOylation cascade, primary screen, biochemical, HTRF, uHTS; AID 2006, 2009; inhibition, % at 35 µM; HTRF SUMOylation assay, SAE1/SAE2 + UBC9; 290,000 tested, 0.36% active; in the data active = inhibition above about 50%, passing the limit was not always enough; also: strong numbers were not always called active
Target sequence (P63279 whole entry, looked up): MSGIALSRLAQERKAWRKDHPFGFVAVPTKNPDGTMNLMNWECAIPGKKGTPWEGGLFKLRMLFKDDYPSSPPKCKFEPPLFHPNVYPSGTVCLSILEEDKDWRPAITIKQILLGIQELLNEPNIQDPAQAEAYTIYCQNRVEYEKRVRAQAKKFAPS
IMP-1 inhibitor: IMP-1 metallo-beta-lactamase inhibitors, primary screen, biochemical, epi-absorbance readout, Pseudomonas aeruginosa enzyme. purified IMP-1, nitrocefin hydrolysis, epi-absorbance fluorescence. AID 1556, 2009. 290,000 tested, 0.45% active. inhibition, % at 5.6 µM;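 active = inhibition above the mean plus 3 SD of all compounds in the same screening run, cut at about 4.5% in these data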;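 also: 0% = IMP-1 with DMSO and 100% = DMSO wells lacking enzyme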
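System: purified IMP-1; amount: IMP-1 0.2 nM before substrate addition; compound: single dose, 5.6 µM; times: 25 °C, 15 min preincubation, 25 min reaction; signal: Epi-absorbance via hydrolysed-nitrocefin quenching of white-plate fluorescence, 480/530 nm, EDTA stop; benchmarks: DMSO with and without IMP-1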
VIM-2 inhibitor: VIM-2 metallo-beta-lactamase inhibitors, primary screen, biochemical, epi-absorbance readout, Pseudomonas aeruginosa enzyme; AID 1527, 2009; inhibition, % at 5.6 µM; 290,000 tested, 0.89% active; purified VIM-2, nitrocefin hydrolysis, epi-absorbance fluorescence;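 active = inhibition above the mean of all tested compounds plus 3 SD, cutoff set per screening run, cut at about 7.5% in these data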;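 also: red hydrolysis product quenches plate fluorescence so inhibitors raise well fluorescence; 0% = enzyme with DMSO and 100% = DMSO without enzyme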
FID counter: compounds displacing fluorescent DNA intercalator, primary screen, artefact control for HCV NS3 helicase inhibitor project, biochemical, FID fluorescence; DNA fluorescent intercalator displacement; inhibition, % at 7.9 µM; 290,000 tested, 0.17% active; AID 1845, 2009; in the data active = inhibition above about 37%;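 also: 0% = vehicle and 100% = reference compound; higher means more ethidium bromide displaced from hairpin DNA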
MEKK3 PB1 HTS: modulators of MEKK3-MEK5 PB1 binding, primary screen, biochemical, wildtype MEKK3, multiplex bead flow cytometry, Alexa488-MEK5; binding response (% of control), % at 10 µM; AID 1529, 2009; bead-based flow cytometry, Alexa488-MEK5 binding to MEKK3; actives lie on both sides; 0 = blocked by unlabeled MEK5, 100 = vehicle; 290,000 tested, 1.4% active;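 active = binding response more than 3 SD above or below the average of its plate-row segment, actives on both sides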;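 also: Alexa488 bead fluorescence after subtracting the streptavidin-only scavenger bead signal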
Target sequence (Q99759 whole entry, looked up): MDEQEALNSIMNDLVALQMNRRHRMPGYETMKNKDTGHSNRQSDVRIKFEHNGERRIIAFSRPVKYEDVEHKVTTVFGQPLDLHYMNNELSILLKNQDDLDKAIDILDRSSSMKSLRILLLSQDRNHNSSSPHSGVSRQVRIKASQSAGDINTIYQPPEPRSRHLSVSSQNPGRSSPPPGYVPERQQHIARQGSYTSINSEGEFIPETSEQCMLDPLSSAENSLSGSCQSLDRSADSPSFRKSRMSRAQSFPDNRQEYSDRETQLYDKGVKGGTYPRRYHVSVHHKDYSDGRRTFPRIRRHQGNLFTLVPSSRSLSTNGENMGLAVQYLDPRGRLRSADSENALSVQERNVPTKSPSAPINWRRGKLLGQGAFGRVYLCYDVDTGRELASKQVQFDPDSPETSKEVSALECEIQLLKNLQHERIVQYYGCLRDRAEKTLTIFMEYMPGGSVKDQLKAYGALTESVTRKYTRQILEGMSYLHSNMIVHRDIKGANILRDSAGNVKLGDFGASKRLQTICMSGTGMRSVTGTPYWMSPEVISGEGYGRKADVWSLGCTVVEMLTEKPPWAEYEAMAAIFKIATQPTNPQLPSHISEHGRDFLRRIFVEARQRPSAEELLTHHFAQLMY
HCV NS3 hel inh: inhibitors of HCV NS3 helicase, primary screen, biochemical, Cy5 molecular beacon fluorescence; Hepatitis C virus NS3 helicase; NS3 helicase DNA unwinding; inhibition, % at 10.9 µM; 290,000 tested, 0.56% active;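 active = inhibition above the mean of all tested compounds plus 3 SD, set per campaign, cut at about 35% in these data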;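 also: 0% = DMSO wells and 100% = thioflavine S control wells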
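Material: hepatitis C virus NS3 helicase domain fragment enzyme; measured by: Cy5 fluorescence, 0 and 60 min reads; control set: DMSO and thioflavine S; incubation: 60 min unwinding reaction at 25 °C after ATP addition; read-out basis: % inhibition from 60/0 min fluorescence ratio, DMSO 0%, thioflavine S 100%; repeats: singlicate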
Starred values were filed as active, the others as inactive; . = no result given.

Value order – IDE act, HCV NS3 hel inh, UBC9 SUMO inh, IMP-1 inhibitor, FID counter, VIM-2 inhibitor, PHOSPHO1 inh, p-CIP stab down, MEKK3 PB1 HTS
- O=C(Cc1ccccc1[N+](=O)[O-])NCc1ccc(Cl)cc1Cl
    1.5, 6.7, 4.4, -3.3, -385.3, -0.7, -12.3, -14.2, 98.0
- CCOC(=O)C(NC(=O)Nc1cccc(C)n1)(OCC(F)(F)F)C(F)(F)F (stereo not given)
    9.0, -6.5, 7.0, -2.8, 1.1, -2.3, 6.0, -0.1, 99.0
- Oc1ccccc1CNc1cccc2cccnc12
    2.0, 1.0, 75.8*, -0.7, 1.0, -1.4, 22.6, -16.7, 102.0
- COc1ccccc1OCc1nc(C#N)c(N2CCCC2)o1
    1.2, 1.6, -9.3, 0.6, -11.2, -0.2, 34.5, -6.2, 90.0
- O=C(NNC(=O)C1CCCCC1)C(=O)NC1CCCCC1
    -2.6, 16.5, 15.5, -1.0, 1.0, 1.1, 13.6, -5.1, 103.0
- O=C1CCN(C2CCN(Cc3nc(Cc4ccccc4F)no3)CC2)CCN1
    0.3, 1.5, 4.0, 0.2, 6.2, 1.4, 28.2, -6.0, 82.0
- CC1C(C(=O)Nc2ccccc2)CCCC1(C)C(=O)O (stereo not given)
    -5.4, 3.2, 21.0, -1.9, -1.7, 0.4, 18.5, -9.2, 98.0
- CNC(=O)CC1C(=O)N(Cc2ccccc2)C(=S)N1NC(=O)c1cccc(F)c1 (stereo not given)
    4.2, 5.1, -2.8, -1.8, -3.7, -2.9, 3.4, -1.3, 90.0
- O=C(O)CC/C(=C\c1ccc2c(c1)OCO2)c1nc2ccccc2s1
    5.9, -4.5, 14.1, -3.8, -28.4, 11.0*, 18.7, 2.1, 98.0
- CN1CCN(C(=O)CN(c2cccc(Cl)c2)S(=O)(=O)c2ccccc2)CC1
    4.4, 3.5, -1.7, -1.7, 6.2, -0.6, 1.0, -10.1, 97.0
- COCCSc1nc(N)c(NC(=O)c2ccc(OC)cc2)c(=O)[nH]1
    4.7, 1.6, 10.0, -2.0, -2.6, -1.1, 40.1, 2.8, 105.0
- CCC(=O)Nc1ccccc1C(=O)NC1CCCCC1
    -5.1, 1.9, 14.3, -3.1, -3.0, -2.6, -6.4, -6.4, 103.0
- COc1ccc(COc2cc(-c3cccc(OC)c3)nc3ccc(NC(C)=O)cc23)cc1
    5.7, 4.4, 16.7, -3.8, -11.4, -2.5, 3.5, -5.4, 106.0
- CC(C)CNC(=O)NC1C(NC(=O)NCC(C)C)N(C)C(=O)N1C (stereo not given)
    -0.7, 11.7, 4.8, -1.5, 3.7, -1.9, 4.7, -2.9, 100.0
- O=C(N/C(=C/c1ccc(Br)cc1)C(=O)N1CCCC1=O)c1ccco1
    1.5, -10.2, 6.3, -0.6, -3.9, -1.8, -151.5, -11.9, 104.0
- Cc1ccc(C(=O)N/N=C\c2cccc(OC(=O)c3cccc(F)c3)c2)cn1
    2.4, -4.0, 7.2, -5.5, -25.7, -3.0, 36.0, 3.8, 104.0
- O=C(Oc1cccc(-n2cnnn2)c1)c1ccccc1Cl
    0.9, 5.5, 12.4, -0.9, -9.2, -1.1, 16.8, -7.3, 106.0
- COC(=O)c1cc(=O)n(Cc2cccs2)c(=NCc2cccs2)s1
    -1.6, 5.9, 4.5, -1.9, -2.2, -4.2, 3.2, -3.1, 99.0
- S=c1[nH]nc(-c2ccccc2)n1C1C=CCCC1 (stereo not given)
    -24.9, -0.3, 8.8, -3.6, -1.9, 14.7*, 91.5*, -2.4, 99.0
- C=CCOc1ccccc1C1NC(=O)NC(C)=C1C(=O)NCc1ccccc1 (stereo not given)
    1.2, -5.3, 3.6, -3.3, -9.2, -4.6, 7.2, -2.7, 106.0
- O=C(O)CC12CC3CC(C1)CC(n1cncn1)(C3)C2
    2.8, 1.5, 9.3, -1.9, -0.6, -2.4, 4.4, -2.9, 103.0
- O=C(O)CCC(=O)Nc1nc(-c2ccccc2)cs1
    -0.3, 1.9, 5.9, -2.4, 1.0, -4.5, -18.5, -6.3, 102.0
- COCCCN(C(=O)c1ccco1)c1nc(-c2cc(OC)ccc2OC)cs1
    7.2, -12.4, 24.5, 1.2, -7.2, 0.3, -11.4, -18.6, 88.0
- CC(C)C(=O)Nc1cccc(C(=O)OCC(=O)c2ccc(Cl)cc2Cl)c1
    -1.6, -1.0, 7.5, -2.9, -4.5, -1.8, 16.4, -6.3, 101.0
- CSc1nc(-c2ccc(Cl)cc2)nn1S(=O)(=O)c1ccc(Cl)cc1
    -0.8, 4.8, 1.8, 0.3, -1.0, -4.7, 4.2, -6.1, 117.0
- COc1ccc2c(c1OC)C(=O)N1C2SC(C)(C)[C@H]1C(=O)NC1CC1 (stereo not given in full)
    3.4, -17.6, 2.9, -3.5, -13.0, -4.2, 29.1, -3.6, 101.0
- Cc1cc(NC(=O)CSc2ncccc2C(=O)O)no1
    0.0, 5.4, 31.7, -1.9, 0.0, -2.3, 26.2, -19.0, 101.0
- Fc1cc(F)nc(NCc2ccccc2)n1
    -1.6, -4.2, 4.2, -3.3, -2.9, -0.8, 39.4, 0.6, 99.0
- CC1CCCN(S(=O)(=O)c2ccc3c(c2)c(=O)nc2ccccn23)C1 (stereo not given)
    2.9, -0.7, 13.2, -3.2, -10.0, -1.1, 36.6, -11.8, 102.0
- CCCCOc1ccc(C(=O)N/C(=C/C=C/c2ccccc2)C(=O)O)cc1
    4.6, 24.6, 0.4, -1.8, -28.6, -5.3, 17.0, 18.9, 97.0

Single values from the results shown.
PHOSPHO1 inh result of CSc1nc(-c2ccc(Cl)cc2)nn1S(=O)(=O)c1ccc(Cl)cc1 = 4.2
IMP-1 inhibitor result of CC1CCCN(S(=O)(=O)c2ccc3c(c2)c(=O)nc2ccccn23)C1 (stereo not given) = -3.2
MEKK3 PB1 HTS result of O=C1CCN(C2CCN(Cc3nc(Cc4ccccc4F)no3)CC2)CCN1 = 82.0

More compounds.
Value order – IDE act, HCV NS3 hel inh, UBC9 SUMO inh, IMP-1 inhibitor, FID counter, VIM-2 inhibitor, PHOSPHO1 inh, p-CIP stab down, MEKK3 PB1 HTS
- NS(=O)(=O)c1ccc(CCNC(=O)CNC(=O)Cc2cccc3ccccc23)cc1
    -0.7, 0.9, 19.3, -0.1, -6.6, -0.1, 18.4, -7.5, 92.0
- CN1C[C@@H]2C(c3ccc(C(F)(F)F)cc3)C3(c4cccnc4)CC2(C3)[C@H]1c1ccccc1 (stereo not given in full)
    -1.7, ., -29.1, ., ., ., 30.9, 1.7, 104.0
- Clc1cc(Cl)c(OCc2nc(-c3ccccn3)no2)cc1Cl
    -7.1, -0.7, -18.7, 0.0, -1.2, -4.3, 18.0, -16.4, 96.0
- CCc1cc(=O)oc2cc(OC(=O)CN3C(=O)NC4(CCCC4)C3=O)ccc12
    3.9, 2.3, 29.9, -3.9, -17.8, -1.2, 37.6, 1.9, 100.0
- Cc1ccc(C)n1-c1c(C(=O)NN)cnn1-c1ccccc1
    2.7, -15.4, 13.4, -2.8, -18.3, -2.6, 15.5, 1.4, 98.0
- O=C(COc1ccccc1F)Nc1nnc(C2CCCC2)s1
    3.1, -3.1, 13.9, 0.5, -21.3, 0.7, 21.8, -5.0, 105.0
- CSc1ccc(C(=O)C2CCCN(C(=O)c3cccc(N4CCOCC4)c3)C2)cc1 (stereo not given)
    -8.5, 1.5, 5.9, -3.3, -40.1, -2.0, 28.3, -12.9, 106.0
- CNC(=O)c1[nH]cnc1C(=O)N[C@@H](C)C(=O)OCc1ccccc1
    -4.3, ., 1.2, ., ., ., 22.1, -4.9, 78.0
- COc1ccc(Cc2nc3ccc(C(=O)NC(C)Cc4ncccc4C)cc3o2)cc1OC (stereo not given)
    3.1, -4.5, -12.7, -2.9, -31.3, 0.5, 9.0, -8.1, 103.0
- CCOC(=O)c1[nH]c2ccc(OC)cc2c1NC(=S)N1CCN(c2ccccn2)CC1
    4.5, 9.7, -5.7, -3.2, -5.2, -3.7, -2.4, 3.3, 105.0
- O=C(OCc1ccc(Cl)cc1Cl)c1cccnc1Cl
    0.8, -0.7, -4.9, -2.4, -9.5, -3.4, -13.1, 4.6, 108.0
- O=C(Nc1ccc2nc3n(c(=O)c2c1)CCCCC3)c1c(F)ccc([N+](=O)[O-])c1F
    -2.4, 3.4, 5.1, 1.3, 8.5, 1.4, 42.2, -9.0, 97.0
- CC(C)CCOc1ccc(C(=O)NCCC(=O)N2CCOCC2)cc1
    0.2, 1.8, -1.6, -4.9, -23.5, -0.9, 24.2, -8.6, 101.0
- CCOC(=O)C(CC)/C(C)=N\NC(=O)c1cccc(C)c1 (stereo not given)
    -1.3, 2.5, 12.6, -1.3, -2.4, 0.0, 26.2, -25.1, 91.0
- Cc1ccc2cc(CN(CCCN(C)C)C(=S)NCc3ccccc3)c(=O)[nH]c2c1C
    3.0, -31.5, 19.8, -2.0, 14.1, 9.8*, 16.8, -6.8, 108.0
- Cn1c(CNC(=O)c2ccc(F)cc2)cc2ccccc21
    5.0, -2.0, 8.8, 0.9, -9.7, 2.5, 8.5, -10.3, 85.0
- Cc1ccc2ccccc2[n+]1CCCS(=O)(=O)[O-]
    7.8, 1.9, 11.5, -1.1, 3.0, -1.4, 6.0, -10.1, 106.0
- COc1ccccc1NC(=O)c1ccc(NC(=O)CN2C(=O)CN(C)C2=O)cc1
    7.6, -5.5, 1.8, 1.8, -3.4, 2.0, 28.5, -1.1, 98.0
- CCC(=O)N1CCN(c2ccccc2NC(=O)COc2cc(C)ccc2C(C)C)CC1
    3.3, -3.8, -26.0, -3.1, -37.1, -2.4, -3.4, 0.4, 106.0
- O=C(CCc1ccccc1)Nc1c(F)c(F)c(F)c(F)c1F
    0.6, 6.8, 14.4, 0.1, 4.5, 1.4, -3.5, -0.8, 102.0
- O=C(CSCC(=O)Nc1nccs1)Nc1ccccc1
    -2.7, -2.6, 25.7, -2.3, -2.0, -5.2, 23.2, 0.3, 105.0
- CN(C)/C=C/C(=O)c1ccc(C(F)(F)F)cc1F
    3.7, 10.4, 11.8, -4.7, 2.0, -3.2, -6.4, 3.0, 101.0
- CC(C)NCC(O)(c1ccc(Cl)cc1)c1ccc(Cl)cc1
    6.7, -5.4, 4.0, -1.5, 15.3, -2.0, 35.9, 7.6, 97.0
- C=CCOc1ccc(C2/C(=C(\O)c3ccc(F)cc3)C(=O)C(=O)N2CCCN(C)C)cc1 (stereo not given)
    3.1, -2.0, 6.0, -1.4, -6.6, -3.6, 9.6, -2.0, 104.0
- CC(NC(=O)Nc1nccs1)(C(F)(F)F)C(F)(F)F
    3.3, 12.4, 17.8, -3.4, -0.4, -5.0, -7.4, -9.1, 106.0
- Cc1ccc(C)c(Cn2nc3c4ccccc4n(Cc4ccccc4)cc-3c2=O)c1
    0.0, -12.4, 7.3, -2.4, -29.4, -3.2, 18.5, -4.1, 95.0

An excerpt; the hit share may differ from the screen's.
